Source: PubChem
AmpC detergent: inhibitors of E. coli AmpC beta-lactamase with detergent. Potency, µM (top dose mostly 114 µM), for the others: top-dose activity change, negative = inhibition, actives largely listed as inhibitors. AmpC hydrolysis of nitrocefin, absorbance 480 nm, 0.01% Triton. hit rate 0.041% among 370,000. P00811. AID 485294; active means well fitted inhibition curve with a large enough effect; inconclusive means small, poorly fitted or top-dose-only effect;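 further: potency means the concentration at half of the fitted maximal effect; 0% = no-compound wells and -100% = no-enzyme wells; nearly all actives have a fitted effect of over 25% in size; some results filed as inactive show a strong effect at the top dose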
Target sequence (P00811 whole entry, looked up): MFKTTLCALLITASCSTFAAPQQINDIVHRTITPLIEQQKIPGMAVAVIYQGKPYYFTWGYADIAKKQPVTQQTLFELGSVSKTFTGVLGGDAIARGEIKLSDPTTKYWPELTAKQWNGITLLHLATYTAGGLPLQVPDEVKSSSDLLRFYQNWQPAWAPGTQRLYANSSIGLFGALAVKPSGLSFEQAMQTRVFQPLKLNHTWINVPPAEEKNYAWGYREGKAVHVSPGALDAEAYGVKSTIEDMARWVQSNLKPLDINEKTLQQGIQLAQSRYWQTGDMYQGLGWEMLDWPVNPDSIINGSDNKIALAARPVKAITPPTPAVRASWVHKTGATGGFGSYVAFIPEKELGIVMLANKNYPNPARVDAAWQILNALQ
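AmpC (5.3 nM in the dispensed reagent) in 20 mM phosphate pH 7.0 with 0.01% (detergent screen) or 0.0001% Triton X-100 was preincubated with compounds for 15 min at room temperature. Nitrocefin was then added from an 800 uM solution, and hydrolysis was followed at 480 nm.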
HCMV antiviral: blocks human cytomegalovirus replication; hit rate 4.5% among 410,000; activity change, negative = inhibition, % at 57.5 µM; HFF cells, HCMV-luciferase reporter, 72 h; stronger effect = lower value; AID 1259415; in the data active means activity change below about -60%; inconclusive means no clear call, values can overlap the other calls; inactive means above about -39%
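HFF cells seeded 16 h at 37C, treated with compounds, infected with luciferase-reporter HCMV at MOI 1 PFU/cell; luciferase read at 72 h post infection, normalized to buffer-only and Salinomycin controls.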
Active calls of the source: *; ? = inconclusive. Unless noted, on the % scale 0 is the no-effect control and ±100 the full control effect. The list is partial; count on the stated rates, not on these rows.

SMILES | AmpC detergent | HCMV antiviral
Cc1cccc(-c2cc(NC(=O)C(C)(C)C)n(-c3ccccc3)n2)c1 | -6% | 13
COc1cccc(/C=C/c2nc(C#N)c(N(C)Cc3ccccc3)o2)c1 | 24% | -17
COc1cccc(N2CC(NC(=O)Cc3cccs3)CC2=O)c1 (stereo not given) | -4% | 75
Cc1ccc(/C=C/C(=O)Nc2ccc3nc(N4CCC(C)CC4)cc(C)c3c2)cc1 | 6% | -23
COc1ccccc1CCNC(=O)Cc1c(C)c2c(cc(C)c3c(C)coc32)oc1=O | 4% | -16
Cc1ccc(NC(=O)C2CCC(CNS(=O)(=O)c3cccc4nsnc34)CC2)c(C)c1 (stereo not given) | 18% | 1
Cc1ccccc1NC(=O)CC(NCc1cccnc1)C(=O)O (stereo not given) | -9% | 16
Cc1ccc(CNC(=O)c2cc3c(s2)-c2ccc(Cl)cc2SC3)cc1 | -4% | -5
O=C(NCCn1cc(SCc2ccc(Cl)cc2)c2ccccc21)c1cccs1 | 1% | -22
COC(=O)c1ccccc1NC(=O)N1CCC(n2c(C)nc3cccnc32)CC1 | -8% | -3
COc1cc(NC(=O)CSc2nc(-c3ccco3)cc(C(F)(F)F)n2)cc(OC)c1OC | 25% | ?
COc1ccccc1C(=O)N1CCC(c2c[nH]c3ccccc23)(c2c[nH]c3ccccc23)CC1 | 18% | 20
CC(C)(C)c1ccc(-c2nc(S(=O)(=O)c3ccccc3)c(N3CCOCC3)o2)cc1 | 21% | 38
O=C(CCN1N=C(c2ccccc2)CCC1=O)NCCc1ccc(Cl)cc1 | 2% | ?
COc1ccccc1CCNC(=O)C1CCN(c2nc3ccccc3nc2C(F)(F)F)CC1 | -4% | -19
COc1ccc(-c2c(C)nn3c(C(F)(F)F)cc(C)nc23)cc1OC | 11% | 72
CCOC(=O)CCc1c(C)nc2c(-c3ccccc3)c(C)[nH]n2c1=O | -1% | -15
Cc1cccc(-c2nc(CCNC(=O)c3ccccc3Br)cs2)c1 | 10% | -18
CCOC(=O)c1ccc(N2C(=O)c3n[nH]c(-c4ccco4)c3C2c2cccc(F)c2)cc1 (stereo not given) | 8% | -98*
CCOc1ccc(C(=O)c2cn(CC(=O)Nc3cccc(OC)c3)c3cc4c(cc3c2=O)OCCO4)cc1 | 9% | 14
Cc1cc(Nc2ccc(F)cc2)n2c(nc3ccccc32)c1C#N | 8% | -25
COc1ccc(C)cc1NC(=O)c1cc(S(=O)(=O)N2CCc3ccccc3C2)ccc1F | 1% | -36
CC(CNC(=O)c1cc2ccccn2n1)c1ccccc1 (stereo not given) | 5% | 54
CC(C)CCNC(=O)CSc1nc2ccccc2nc1Cc1ccc(Cl)cc1 | -7% | -8
Cc1ccc(NC(=O)N2CCN(c3nnc(C)c4c(C)n(-c5ccccc5)nc34)CC2)c(Cl)c1 | 19% | -11

13 structures from above, sorted by molar mass, smallest number first.
SMILES | AmpC detergent | HCMV antiviral
CC(CNC(=O)c1cc2ccccn2n1)c1ccccc1 (stereo not given) | 5% | 54
Cc1ccccc1NC(=O)CC(NCc1cccnc1)C(=O)O (stereo not given) | -9% | 16
Cc1cc(Nc2ccc(F)cc2)n2c(nc3ccccc32)c1C#N | 8% | -25
Cc1cccc(-c2cc(NC(=O)C(C)(C)C)n(-c3ccccc3)n2)c1 | -6% | 13
CCOC(=O)CCc1c(C)nc2c(-c3ccccc3)c(C)[nH]n2c1=O | -1% | -15
COc1cccc(/C=C/c2nc(C#N)c(N(C)Cc3ccccc3)o2)c1 | 24% | -17
Cc1ccc(/C=C/C(=O)Nc2ccc3nc(N4CCC(C)CC4)cc(C)c3c2)cc1 | 6% | -23
COc1ccccc1CCNC(=O)Cc1c(C)c2c(cc(C)c3c(C)coc32)oc1=O | 4% | -16
CC(C)(C)c1ccc(-c2nc(S(=O)(=O)c3ccccc3)c(N3CCOCC3)o2)cc1 | 21% | 38
CCOC(=O)c1ccc(N2C(=O)c3n[nH]c(-c4ccco4)c3C2c2cccc(F)c2)cc1 (stereo not given) | 8% | -98*
COc1ccccc1C(=O)N1CCC(c2c[nH]c3ccccc23)(c2c[nH]c3ccccc23)CC1 | 18% | 20
Cc1ccc(NC(=O)C2CCC(CNS(=O)(=O)c3cccc4nsnc34)CC2)c(C)c1 (stereo not given) | 18% | 1
CCOc1ccc(C(=O)c2cn(CC(=O)Nc3cccc(OC)c3)c3cc4c(cc3c2=O)OCCO4)cc1 | 9% | 14

Later entries:
SMILES | AmpC detergent | HCMV antiviral
CN(C)c1ccc(CNC(=O)CN2C(=O)C3CCCCN3c3ccc(C(=O)N4CCCC4)cc32)cc1 (stereo not given) | -5% | 4
CCN(CC)C(=O)Cn1c(=O)n(Cc2ccc(C(=O)NCc3ccc(C)cc3)cc2)c(=O)c2ccccc21 | 15% | 13
Cc1ccc(NC(=O)CN2C(=O)CN=C(c3ccccc3)c3ccccc32)cc1 | 5% | 0
COc1cccc(-c2cc(C(=O)Nc3ccc(F)cc3)[nH]n2)c1 | 10% | 27
Cc1ccc(Cl)cc1N1CCN(C(=O)c2ccc3c(c2)N(Cc2ccccc2F)C(=O)c2ccccc2S3(=O)=O)CC1 | 20% | ?
COc1ccc(CNC(=O)C2(c3cccs3)CCOCC2)cc1 | 1% | 1
Cc1ccc(CNC(=O)c2ccc3c(c2)c(C)c(C)n3Cc2ccc(Cl)cc2)o1 | 0% | 0
O=C(COc1ccc(Cl)cc1)NCC(c1cccs1)S(=O)(=O)c1ccc(F)cc1 (stereo not given) | -2% | -12
Cc1ccc(OCC(=O)Nc2ccc(S(=O)(=O)Nc3cc(C)on3)cc2)c(Br)c1 | 5% | 5
CCOc1cc(C2c3c(oc4cc(C)cc(C)c4c3=O)C(=O)N2CCO)ccc1O (stereo not given) | 15% | 0
CCOc1ccc(NC(=O)C(NS(=O)(=O)c2ccc3c(c2)CCN3C(C)=O)C(C)C)cc1 (stereo not given) | 2% | -9
CCOC(=O)c1c(C)oc2nc(C)nc(N3CCN(c4ccccc4F)CC3)c12 | -4% | 6
CCOc1ccc(CNC(=O)C2CCN(c3nnc(-n4c(C)ccc4C)s3)CC2)cc1 | -5% | ?
Cc1ccc2c(CC(=O)Nc3ccc(S(=O)(=O)Nc4nc(C)cc(C)n4)cc3)coc2c1 | -6% | 2
CCOC(=O)C1CCN(S(=O)(=O)c2cc3c4c(c2)CC(=O)N4CCC3)CC1 | 1% | 10
COc1cc(-c2ccno2)ccc1S(=O)(=O)N1CCN(c2cc(C)ccc2C)CC1 | 11% | 5
O=S(=O)(c1ccc2ccccc2c1)n1nc(-c2ccco2)nc1NCc1cccc(Cl)c1 | -5% | -3
CCc1ccc(CNC(=O)c2cnc(N3CCCCC3)c3ccccc23)cc1 | -1% | -5
Cc1cccc(NC(=O)CSc2cn(CC(=O)N3CCOCC3)c3ccccc23)c1 | 7% | 13
CCc1ccc(NC(=O)CSc2nc3c([nH]c4ccccc43)c(=O)n2-c2ccc(C)cc2)cc1 | 10% | -96*
Cc1ccc(NC(=O)CSc2cc(=O)n(C)c3ccc(Cl)cc23)c(Br)c1 | -1% | 9
CCc1ccc2occ(CC(=O)Nc3sc4c(c3C(=O)OC)CCC4)c2c1 | 14% | -13
O=C(Nc1ccc(-c2cn3cccnc3n2)cc1)c1ccccc1F | 2% | 8
Cc1ccccc1NC(=O)CSc1nccn1C | 1% | 0
CCc1ccc(NC(=O)Cn2c(=O)ccc3cc(S(=O)(=O)N4CCCC4)ccc32)cc1 | 2% | 17
The list goes on.
SMILES | AmpC detergent | HCMV antiviral
CCOc1ccc(C2NC(=O)c3c(COC)cc(C)nc3N2Cc2ccccc2)cc1OC (stereo not given) | -3% | -40
COCCCNC(=O)C1CCC(Cn2c(=O)c3sccc3n(Cc3ccc(F)cc3)c2=O)CC1 (stereo not given) | 16% | 13
COc1cccc(Cc2nc3ccccc3nc2SCC(=O)NCc2ccc(C)cc2)c1 | 18% | 18
Cc1ccc(CNC(=O)C2CCCN(Cc3nc(-c4cccc(C)c4)oc3C)C2)cc1 (stereo not given) | ? | -11
O=c1c2[nH]c3ccccc3c2nc(SCc2ccccc2F)n1-c1ccc(F)cc1 | -4% | 2
CCc1ccc(-n2c(SCc3ccccc3C)nc3[nH]ncc3c2=O)cc1 | -2% | ?
COc1ccccc1S(=O)(=O)Cc1ccc(C(=O)NCc2ccc(Cl)cc2)o1 | 5% | -9
COc1ccc(-c2c(C)nn3c(N4CCC(C(=O)NCCC(C)C)CC4)cc(C)nc23)cc1OC | -4% | 2
O=C(C1CCCN(S(=O)(=O)c2cccc3nsnc23)C1)N1CCN(c2ccccc2F)CC1 (stereo not given) | -2% | ?
Cc1ccc(NC(=O)Cn2c(=O)c(C(F)(F)F)nc3ccccc32)cc1C | 5% | -1
COc1cccc(NCc2nnc3n2CCCCC3)c1 | 17% | 17
CCOc1ccc(NC(=O)CC2C(=O)N(c3ccc(F)cc3)C(=O)N2Cc2ccc(OC)c(OC)c2)cc1 (stereo not given) | 23% | 10
CCOc1ccccc1NC(=O)NCc1ccc2c(c1)CCN2C(=O)c1ccccc1 | 1% | -82*
CCOc1ccc(NC(=O)CN2CCN(CC(=O)Nc3ccc(N(CC)CC)cc3)CC2)cc1 | 21% | 7
Cc1cc2cc(CCNS(=O)(=O)c3ccc(Br)cc3)c(=O)[nH]c2cc1C | 1% | 37
O=C(COc1ccccc1[N+](=O)[O-])Nc1cccc(-c2nc3ccccc3s2)c1 | 24% | 0
COc1ccc(/C=C(\C#N)c2nc(-c3cc4ccccc4oc3=O)cs2)cc1OC | 0% | 13
CCn1ccc2cc(S(=O)(=O)N3CCCN(C(=O)Nc4cccc(Cl)c4)CC3)ccc21 | 1% | -4
COc1ccc(-c2cc3ccc(O)c(CN4CCN(CCO)CC4)c3oc2=O)cc1OC | 13% | 43
Cc1cccc(Cn2cccc2CNS(=O)(=O)c2ccc(Br)cc2)c1 | 6% | -5
Cc1ccc(S(=O)(=O)c2cn(CC(=O)Nc3ccc4c(c3)OCO4)c3ccc(C)cc3c2=O)cc1 | -7% | -6
CCc1c(C)sc(NC(=O)c2cc3nc(-c4ccc(OC)cc4)cc(C(F)(F)F)n3n2)c1C(=O)OC | 9% | 16
CCc1ccc(-c2nc(CSCC(=O)NCc3ccc(C)cc3)c(C)o2)cc1 | ? | -39
Cc1ccc(NC(=O)CSc2nc3nccnc3c(=O)n2CCc2c[nH]c3ccccc23)cc1C | 12% | -33
CCCCOC(=O)c1ccc(NC(=O)Cc2coc3c(C)c(C)ccc23)cc1 | 11% | -22
Additional entries:
SMILES | AmpC detergent | HCMV antiviral
CC(C)(C)C1CCc2c(sc(NC(=O)c3cc4ccccc4c(=O)o3)c2C(N)=O)C1 (stereo not given) | 4% | 2
O=C(NCCN1CCCCC1)c1ccc(Cn2c(SCc3ccc(F)cc3)nc3cccnc32)cc1 | 0% | 49
Cc1ccc(CCNC(=O)c2ccc(CNS(=O)(=O)c3ccccc3)cc2)cc1 | -4% | 3
CCc1ccc(S(=O)(=O)c2cn(C)c3cc(N4CCCCC4C)c(F)cc3c2=O)cc1 (stereo not given) | 0% | 0
CCOc1ccccc1C1CC(=O)Nc2c1c(=O)n(C)c1ncnn21 (stereo not given) | 0% | -8
Cc1ccc(C)c(CN2C(=O)c3ccccc3S(=O)c3ccc(C(=O)NCc4ccco4)cc32)c1 (stereo not given) | 0% | -17
CC(C)C(=O)Nc1nnc(S(=O)(=O)N(C)Cc2ccc(F)cc2)s1 | 18% | ?
CCCCSCCCNC(=O)c1cn(CC)c2ccc(S(=O)(=O)N3CCCCCC3)cc2c1=O | 6% | 2
CCOC(=O)c1cccc(NS(=O)(=O)c2ccc3[nH]c4c(c3c2)CCCC4)c1 | -3% | -14
COc1ccc(-c2cc(=O)oc3c4c(ccc23)OCN(Cc2ccccc2)C4)cc1 | 16% | -24
COCCNC(=O)CCCn1c(SCC(=O)Nc2cccc(C)c2)nc2c(sc3ccccc32)c1=O | -13% | ?
CCC(CC)C(=O)Nc1ccc2nc(SCC(=O)N3CCc4ccccc43)sc2c1 | 20% | 17
CSc1ccc(C2c3c(oc4ccccc4c3=O)C(=O)N2CCCN2CCOCC2)cc1 (stereo not given) | 0% | 8
CC(=O)c1nn(-c2ccc(OC(F)(F)F)cc2)nc1Nc1ccc(Cl)cc1 | 0% | ?
CCOC(=O)c1c(C)[nH]c(C)c1S(=O)(=O)N1CCC(C(=O)NCc2ccc(C)cc2)CC1 | -3% | -5
COc1ccccc1CNC(=O)CSc1nc(-c2ccc(OC)c(OC)c2)cc(C(F)(F)F)n1 | -1% | -3
CC1CCc2c(sc3nnn(CC(=O)Nc4c(C(C)C)cccc4C(C)C)c(=O)c23)C1 (stereo not given) | 22% | 0
Cc1ccc(C(=O)c2cn(CC(=O)Nc3ccc4c(c3)OCCO4)c3nc(C)ccc3c2=O)cc1 | 14% | -37
CC(=O)c1ccc(NC(=O)CCn2cccn2)cc1 | 17% | 19
CCOc1ccc(CCNC(=O)c2ccc(-n3c(C)cc4c3CCCC4)cc2)cc1OCC | 15% | -85*
O=C(NCC(c1ccc2c(c1)OCO2)N1CCOCC1)c1ccccc1F (stereo not given) | 3% | 63
CCN(CC)c1ccc(C(=O)NCc2ccc3c(c2)CCN3C(=O)c2cccc(C)c2)cc1 | 12% | 16
CCN1C(=O)c2ccccc2Sc2ccc(NC(=O)c3cccc(C)c3)cc21 | 0% | 18
Cn1nnc2c(N3CCN(c4ccccc4)CC3)ncnc21 | -7% | -1
CCOc1ccc(NC(=O)c2cccc3c(=O)c4c([nH]c23)CCCC4)cc1 | 18% | -2
